Screening data deposited in PubChem by The Scripps Research Institute Molecular Screening Center.
MBD2 inh – MBD2-methylated oligo binding inhibition; Q9UBB5; TR-FRET, MBD2 binding to methylated oligonucleotide; inhibition, % at 4.4 µM; hit rate 0.31% among 370,000; AID 686964; in the data active = inhibition above about 13%
ASAP1 GAP inh – blocks human ASAP1-stimulated Arf1 GTP hydrolysis. inhibition, % at 16.5 µM. GDP FP detection. Q9ULH1. hit rate 0.19% among 360,000; in the data active = inhibition above about 25%;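 note: 0% = vehicle with enzyme and substrate and 100% = no enzyme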
ARFGAP1 inhibitor – inhibits rat ARF GTPase activating protein 1; Q62848; Arfgap1-stimulated ARF1 GTP hydrolysis, GDP FP detection; inhibition, % at 16.5 µM; hit rate 0.26% among 360,000;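 active = inhibition above a per-plate limit, mean inhibition of low control wells plus 3 SD, cut at about 25% in these data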;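 note: 0% = DMSO wells with enzyme and 100% = wells lacking Arfgap1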
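System: truncated rat Arfgap1 GAP domain / Benchmarks: high control wells lacking Arfgap1, low control full reaction with DMSO / Times: compound-enzyme preincubation 20 min, reaction 120 min, detection 60 min, 25 °C / Repeats: one replicate per compound / Also added: human ARF1(Δ1-17)-GTP substrate / Measured by: Tracer-displacement fluorescence polarization with EDTA stop, 620/688 nm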
PLCb3 inh – PLC-beta3 (human) inhibition, primary screen; Q01970; Purified PLC-beta3, fluorogenic substrate, fluorescence; inhibition, % at 12.2 µM; hit rate 0.18% among 370,000; AID 720704; in the data active = inhibition above about 11%;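 note: 0% = median of compound wells on plate and 100% = full blocker control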
KLK7 zymogen act – activators of human kallikrein-7 zymogen | AID 652039 | purified proKLK7, EDANS-DABCYL substrate fluorescence; 100% is mature enzyme control, 0% vehicle | activation, % at 7 µM | hit rate 0.9% among 370,000;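 active = activation above the mean of all tested compounds plus 3 SD, computed per campaign excluding outliers beyond control limits, cut at about 13% in these data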
PLC-gamma1 inh – PLC-gamma1 (human) inhibition, primary screen | purified PLC-gamma1, fluorogenic substrate, fluorescence | inhibition, % at 12.2 µM | hit rate 0.84% among 370,000; in the data active = inhibition above about 9.5%
Target sequence (P19174 whole entry, looked up): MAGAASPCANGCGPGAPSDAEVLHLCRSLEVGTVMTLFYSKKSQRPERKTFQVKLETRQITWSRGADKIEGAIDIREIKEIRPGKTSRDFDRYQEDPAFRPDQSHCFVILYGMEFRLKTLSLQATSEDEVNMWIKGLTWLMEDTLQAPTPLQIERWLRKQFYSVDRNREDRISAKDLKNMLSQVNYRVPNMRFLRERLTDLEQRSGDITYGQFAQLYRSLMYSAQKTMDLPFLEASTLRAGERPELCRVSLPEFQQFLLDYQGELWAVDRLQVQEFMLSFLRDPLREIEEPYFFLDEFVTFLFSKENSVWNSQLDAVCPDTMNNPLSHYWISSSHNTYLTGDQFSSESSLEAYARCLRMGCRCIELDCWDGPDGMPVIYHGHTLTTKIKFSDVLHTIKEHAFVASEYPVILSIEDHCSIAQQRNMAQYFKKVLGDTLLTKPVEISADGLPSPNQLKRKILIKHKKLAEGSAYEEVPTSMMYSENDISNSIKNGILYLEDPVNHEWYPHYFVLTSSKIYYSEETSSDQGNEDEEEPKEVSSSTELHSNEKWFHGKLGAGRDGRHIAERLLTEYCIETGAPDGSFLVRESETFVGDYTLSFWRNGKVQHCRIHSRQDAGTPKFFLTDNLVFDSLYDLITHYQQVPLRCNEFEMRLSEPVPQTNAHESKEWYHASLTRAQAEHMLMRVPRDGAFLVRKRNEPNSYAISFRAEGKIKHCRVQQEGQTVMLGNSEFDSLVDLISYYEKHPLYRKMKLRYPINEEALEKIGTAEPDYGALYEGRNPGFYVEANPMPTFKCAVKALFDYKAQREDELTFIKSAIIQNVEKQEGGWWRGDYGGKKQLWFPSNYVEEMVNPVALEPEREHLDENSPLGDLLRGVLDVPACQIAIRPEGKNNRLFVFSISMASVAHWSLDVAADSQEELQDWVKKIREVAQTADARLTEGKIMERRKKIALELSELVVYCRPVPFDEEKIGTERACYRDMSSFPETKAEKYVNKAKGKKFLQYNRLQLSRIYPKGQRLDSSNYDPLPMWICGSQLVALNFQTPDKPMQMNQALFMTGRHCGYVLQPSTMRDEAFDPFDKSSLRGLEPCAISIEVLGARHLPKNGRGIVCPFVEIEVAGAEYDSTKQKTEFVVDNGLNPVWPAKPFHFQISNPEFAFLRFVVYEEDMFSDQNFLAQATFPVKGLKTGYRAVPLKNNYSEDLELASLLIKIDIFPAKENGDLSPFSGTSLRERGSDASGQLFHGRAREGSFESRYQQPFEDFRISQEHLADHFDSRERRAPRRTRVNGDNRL
UHRF1 MBD2 ctr – human UHRF1 methylated DNA binding inhibitors. UHRF1 binding to methylated oligo, TR-FRET. inhibition, % at 4.4 µM. hit rate 0.75% among 370,000. Q96T88; in the data active = inhibition above about 21%;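 note: UHRF1 SRA domain binding a hemimethylated CpG hairpin DNA probe; 0% = median of test compound wells and 100% = reference inhibitor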
ADAM17 inh – inhibits human ADAM17; inhibition, % at 6.95 µM; P78536; AID 720648; hit rate 0.83% among 370,000; recombinant ADAM17, EDANS/DABCYL FRET peptide cleavage;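 active = inhibition above the mean of compounds lying between control limits plus 3 SD, set per campaign, cut at about 8.5% in these data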;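 note: 0% = DMSO-only wells as the low control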
Tn7 DDE FP – disrupts Tn7 cyclic peptide binding to fibrin D-Dimer-E complex | P02675 | FP displacement of FITC-Tn7 peptide from fibrin DD(E); 0% = median of compound wells per plate | inhibition, % at 8.3 µM | hit rate 0.13% among 370,000 | AID 720508;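 active = inhibition above the mean of compounds falling within the control limits plus 3 SD of them, cut at about 14% in these data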;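 note: 0% = plate median of compound wells and 100% = 10 µM Aha-Tn7 peptide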
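Assay system: Fibrin-DD(E) protein isolated from polymerized human fibrin clots; read-out basis: percent inhibition; medium: Tris/NaCl/CaCl2 buffer, pH 7.8; signal: FP measurement; incubation: 10 min plus 3 h, room temperature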
Tn6 DDE FP – inhibitors of Tn6 peptide binding to human fibrin DD(E). Fibrin DD(E) TRITC-Tn6 fluorescence polarization displacement. inhibition, % at 8.3 µM. hit rate 0.21% among 370,000. AID 720509;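 active = inhibition above a per-campaign cutoff: mean of compounds within control limits plus 3 SD, cut at about 15% in these data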;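 note: 0% = median of all compound wells on the plate and 100% = blocking peptide control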
* = called active by the depositor; i = inactive. Not a hit list. About 4.1% of those tested had a hit in this group.

1. Cc1ccc(NC(=O)C2CCCN(S(=O)(=O)c3cnc[nH]3)C2)cc1C (configuration not stated)
2. CC(=O)c1sc(NC(=O)CS(=O)(=O)c2ccc(F)cc2)nc1C
3. COc1cc(C(=S)N2CCCC2)cc(Cl)c1O
4. Cc1ccc(-c2nc(N/N=C/c3ccccc3[N+](=O)[O-])c3ccccc3n2)cc1
5. O=C(Nc1ccc(Cl)cc1F)C1CCN(S(=O)(=O)c2cccnc2)CC1
6. c1cc2ccc3ccc(CN4CCOCC4)c4ccc(c1)c2c34
entry no.,1,2,3,4,5,6
UHRF1 MBD2 ctr,2,-1,-3,5,4,2
ADAM17 inh,0,1,1,-4,-3,-21
ASAP1 GAP inh,-7,-11,1,15,4,3
Tn6 DDE FP,4,3,5,-7,7,-4
Tn7 DDE FP,2,-3,-4,0,4,-2
MBD2 inh,0,1,3,2,2,5
KLK7 zymogen act,-0.4,-0.6,-0.3,-0.3,-0.2,-2.0
ARFGAP1 inhibitor,1,1,-13,2,12,5
PLCb3 inh,-9,-6,2,-5,2,-70
PLC-gamma1 inh,1,-2,3,5,-2,-67

Compounds 1 to 3 of the list above:
1. Cc1ccc(NC(=O)C2CCCN(S(=O)(=O)c3cnc[nH]3)C2)cc1C (configuration not stated)
2. CC(=O)c1sc(NC(=O)CS(=O)(=O)c2ccc(F)cc2)nc1C
3. COc1cc(C(=S)N2CCCC2)cc(Cl)c1O
entry no.,1,2,3
UHRF1 MBD2 ctr,2,-1,-3
ADAM17 inh,0,1,1
ASAP1 GAP inh,-7,-11,1
Tn6 DDE FP,4,3,5
Tn7 DDE FP,2,-3,-4
MBD2 inh,0,1,3
KLK7 zymogen act,-0.4,-0.6,-0.3
ARFGAP1 inhibitor,1,1,-13
PLCb3 inh,-9,-6,2
PLC-gamma1 inh,1,-2,3

(continued)
7. COc1cc(OC)c(NC(=O)/C=C/C(=O)O)cc1Cl
8. C/C(=N\NC(=S)Nc1ccccc1)C1Cc2ccccc2C(=O)O1 (configuration not stated)
9. Cc1ccc(F)cc1NC(=O)CSc1nnc(CNC(=O)c2ccco2)n1C
10. Cc1ccc(Nc2nnc(-c3ccc(N4CCOCC4)c([N+](=O)[O-])c3)c3ccccc23)cc1
11. CCn1cc(C(=O)OCc2ccc(F)cc2)c(=O)c2ccc(C)nc21
12. O=C(c1ccc(Br)cc1)N1CCN(c2ccccn2)CC1
entry no.,7,8,9,10,11,12
UHRF1 MBD2 ctr,-4,1,-1,-3,1,0
ADAM17 inh,-3,0,-7,-3,-1,0
ASAP1 GAP inh,-10,-1,-1,6,-15,-13
Tn6 DDE FP,3,5,-4,-11,14,9
Tn7 DDE FP,1,3,4,4,0,2
MBD2 inh,-7,-1,3,1,0,-4
KLK7 zymogen act,-0.2,0.5,-0.2,0.5,0.3,0.0
ARFGAP1 inhibitor,9,0,-2,-2,10,-8
PLCb3 inh,-3,-4,-3,1,3,1
PLC-gamma1 inh,0,2,3,1,1,4

13. Cc1ccc2cccc(OCC(=O)Nc3ccc(N4CCOCC4)cc3)c2n1
14. COc1ccc(C2=NN(C(=O)C(O)c3ccccc3)C(O)(C(F)(F)F)C2)cc1 (configuration not stated)
15. CCn1c(SCC(=O)c2ccc(NC(C)=O)c(OC)c2)nnc1-c1ccc(NS(C)(=O)=O)cc1
16. N#CCN1CCN(CC(=O)Nc2cccc3ccccc23)CC1
17. COc1ccc(CNC(=O)Nc2nc(C(N)Cc3ccc(F)cc3)cs2)cc1 (configuration not stated)
18. COC(=O)c1ccc2c(=O)n(Cc3ccc(C(=O)NCCCN4CCOCC4)cc3)c(=S)[nH]c2c1
entry no.,13,14,15,16,17,18
UHRF1 MBD2 ctr,-1,0,-1,-1,-1,-2
ADAM17 inh,-4,-2,0,0,-2,-7
ASAP1 GAP inh,4,5,-2,5,9,-5
Tn6 DDE FP,2,-6,-4,0,1,2
Tn7 DDE FP,0,7,-3,0,3,1
MBD2 inh,1,0,-1,0,2,4
KLK7 zymogen act,-0.7,-0.5,-0.4,-0.5,0.0,-0.3
ARFGAP1 inhibitor,1,10,-4,-7,9,6
PLCb3 inh,-4,-10,0,-1,3,-16
PLC-gamma1 inh,0,-1,0,0,4,-5

19. CCOc1ccc(CNC(=O)Cn2nc(C)n3nc(-c4ccccc4)cc3c2=O)cc1
20. COCCNC(=O)C1(C)CCCN(Cc2ccc(-n3ccnc3)cc2)C1 (configuration not stated)
21. CCOC(=O)C1CCN(C(=O)CCn2c(=O)c3cccn3c3cccnc32)CC1
22. O=C(NCC1CCN(C(=O)C(=O)c2cc3ccccc3o2)CC1)c1ccc2c(c1)OCC2
23. NC1=NC(=O)/C(=C\c2ccc(-c3ccc(Cl)cc3)o2)S1
24. CCn1c(SC(C)C)nnc1-c1c[nH]c2ccccc12
entry no.,19,20,21,22,23,24
UHRF1 MBD2 ctr,-1,0,2,-3,-3,-1
ADAM17 inh,-2,-1,-11,2,-4,-4
ASAP1 GAP inh,15,14,-2,0,-14,-8
Tn6 DDE FP,-6,-7,-1,3,3,2
Tn7 DDE FP,0,2,2,2,8,12
MBD2 inh,-2,0,6,-5,0,2
KLK7 zymogen act,0.0,-0.7,0.5,-0.2,-1.9,0.1
ARFGAP1 inhibitor,5,10,-10,9,5,0
PLCb3 inh,-1,2,-6,5,-135,-1
PLC-gamma1 inh,5,1,1,2,-97,0

25. CCOC(=O)c1c(NC(C)=O)sc2c(O)c(Br)cc(Br)c12
26. Cc1c(O)c(CN2CCCCC2)cc2c1oc(=O)c1ccccc12
27. O=C(Nc1cccc(-c2cn3ccccc3n2)c1)c1cc2ccccc2oc1=O
28. Cn1nc(-c2ccc(Cl)cc2)c2cc(C(=O)NC3CC3)sc21
29. O=C(O)c1nn2c(C(F)(F)F)cc(-c3cccs3)nc2c1Cl
30. Cc1cc(C(=O)c2cnc(/N=C/N(C)C)s2)c(F)cc1Cl
entry no.,25,26,27,28,29,30
UHRF1 MBD2 ctr,-2,0,3,-3,-4,2
ADAM17 inh,4,-6,-5,-11,-3,-10
ASAP1 GAP inh,8,4,36*,3,-3,-6
Tn6 DDE FP,4,-2,5,3,-4,5
Tn7 DDE FP,8,-3,3,2,3,7
MBD2 inh,-3,5,2,1,0,-3
KLK7 zymogen act,0.8,-0.2,-0.4,-1.3,0.8,0.5
ARFGAP1 inhibitor,1,-12,47*,-9,10,4
PLCb3 inh,-7,-45,-4,-4,-51,-37
PLC-gamma1 inh,-7,-41,-1,-5,-39,-27

31. C[C@@H]1ON(C)[C@H]2C[C@H]3c4[nH]c5c(-c6ccccc6F)cccc5c4CCN3C(=O)[C@@H]12
32. CCN(CC)S(=O)(=O)c1ccc(Cl)nc1
33. COc1ccc(-c2ccc(SCC(=O)Nc3cccc(C(C)=O)c3)nn2)cc1OC
34. COc1ccc(-c2cc(C3CC3)nc3sc(C#N)c(N)c23)cc1
35. O=C(NCc1ccccc1)c1cc[n+]([O-])cc1
36. CCN(CC)CCOc1nc(C)nc2c1oc1ccccc12
entry no.,31,32,33,34,35,36
UHRF1 MBD2 ctr,-1,2,1,3,-2,-17
ADAM17 inh,-61,-1,-1,-105,-10,0
ASAP1 GAP inh,7,2,-2,-2,2,6
Tn6 DDE FP,2,-2,-2,0,5,5
Tn7 DDE FP,-3,0,5,6,1,-1
MBD2 inh,-3,-7,4,4,2,-2
KLK7 zymogen act,-2.6,-0.3,0.3,-2.0,0.8,-0.1
ARFGAP1 inhibitor,-3,2,1,-7,20,-3
PLCb3 inh,-87,-3,-10,i,-7,4
PLC-gamma1 inh,-72,3,-1,i,-3,2

37. COc1ccc(/C=C/C(=O)c2ccc[nH]2)cc1OC
38. COc1ccc(S(=O)(=O)N2CCCC(C(=O)NCCC(C)C)C2)cc1 (configuration not stated)
39. Cc1ccc(S(=O)(=O)N2CCC(C(=O)NNC(=O)c3ccccc3O)CC2)cc1C
40. COc1cc(CNCc2ccc(SC)cc2)cc(OC)c1
41. COc1ccc(CN(CC(=O)NC2CCCC2)C(=O)CCC(=O)Nc2cc(C)on2)cc1
42. N#Cc1cccc(S(=O)(=O)NCc2nnc3ccccn23)c1
entry no.,37,38,39,40,41,42
UHRF1 MBD2 ctr,-3,-1,0,3,-1,3
ADAM17 inh,-13,0,-28,2,-2,-3
ASAP1 GAP inh,-3,8,6,-1,-3,1
Tn6 DDE FP,-4,-1,4,5,11,4
Tn7 DDE FP,8,1,-7,-2,-4,0
MBD2 inh,-7,2,2,-5,2,-1
KLK7 zymogen act,11,0.0,-4.7,1.0,-0.1,-0.6
ARFGAP1 inhibitor,4,13,0,-3,2,-13
PLCb3 inh,-487,3,-32,5,1,-2
PLC-gamma1 inh,-425,0,-35,3,3,-1

43. COc1ccccc1N1CCN(C(=O)c2cc(-c3ccc(Cl)c(Cl)c3)on2)CC1
44. CCCn1c(=N)c(S(=O)(=O)c2ccccc2)cc2c(=O)n3ccccc3nc21
45. COC(=O)C1=C(C(=O)OC)[C@]2([C@H]3CCCCN[C@@H](Cc4ccccc4)C(=O)N3Cc3ccccc3)C=C[C@H]1O2
46. CC(C)(C)[C@@H]1COC(=O)[C@H](Cc2ccc(F)cc2)C/C=C\C[C@@H](CC(=O)N(CCO)Cc2ccccc2)C(=O)N1
47. COc1ccc(N(CC(=O)NCCSC2CCCCC2)S(=O)(=O)c2ccccc2)cc1OC
48. CCOC(=O)N1CCN(C(=O)c2ccc(C)c(S(=O)(=O)N3CCCCC3)c2)CC1
49. O=C(CSc1ccccc1)NCc1ccc(F)cc1
50. c1csc(-c2cc(N3CCCCC3)c3ccccc3n2)c1
51. Cc1ccccc1OCC(=O)Nc1ccccc1NC(=O)c1ccco1
entry no.,43,44,45,46,47,48,49,50,51
UHRF1 MBD2 ctr,2,-5,-2,0,1,-2,0,-2,4
ADAM17 inh,-2,-96,4,1,-1,-1,-5,-10,-6
ASAP1 GAP inh,10,-5,-8,-1,-3,-9,3,-12,-3
Tn6 DDE FP,7,-4,2,-7,2,-10,5,-1,1
Tn7 DDE FP,-1,-2,7,-1,9,-7,5,1,-1
MBD2 inh,2,0,3,3,-3,-4,3,-7,4
KLK7 zymogen act,0.0,2.1,0.5,0.2,-0.2,0.0,-0.3,0.3,1.1
ARFGAP1 inhibitor,-9,-5,6,6,0,0,2,10,11
PLCb3 inh,5,-79,0,-1,-8,0,1,-36,-5
PLC-gamma1 inh,1,-58,1,3,1,5,-2,-22,-1
